High-throughput results deposited in PubChem BioAssay by Fisher Drug Discovery Resource Center.
mcGAS RapidFire: inhibitors of mouse cGAS. Q8C6L5. recombinant mouse cGAS, cGAMP by RapidFire MS. inhibition, % at 12.5 µM. 0.18% of 130,000 active. AID 1259397;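 active means inhibition of cGAS enzyme activity at or above 60%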;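 further: enzyme stimulated by 45 bp dsDNA with ATP and GTP substrates; cGAMP share of summed cGAMP plus half ATP and half GTP signals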
Target sequence (Q8C6L5 whole entry, looked up): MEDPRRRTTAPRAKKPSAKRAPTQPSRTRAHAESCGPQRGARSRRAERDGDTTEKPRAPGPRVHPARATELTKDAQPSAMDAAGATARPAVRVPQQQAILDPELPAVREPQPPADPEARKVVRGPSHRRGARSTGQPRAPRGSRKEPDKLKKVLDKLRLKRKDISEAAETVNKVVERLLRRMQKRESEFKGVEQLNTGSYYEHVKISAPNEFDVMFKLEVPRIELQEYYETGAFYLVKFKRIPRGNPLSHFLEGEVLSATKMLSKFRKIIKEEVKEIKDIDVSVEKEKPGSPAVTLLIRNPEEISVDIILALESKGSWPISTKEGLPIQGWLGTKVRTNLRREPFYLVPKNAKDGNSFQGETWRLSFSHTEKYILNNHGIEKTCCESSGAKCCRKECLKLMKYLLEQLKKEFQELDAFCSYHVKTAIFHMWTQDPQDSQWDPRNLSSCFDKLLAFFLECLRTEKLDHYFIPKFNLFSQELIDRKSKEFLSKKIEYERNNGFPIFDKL
* = called active by the depositor. This is a subset, so the mix of outcomes need not match the whole.

smiles | mcGAS RapidFire
O=C(NC1CCCC1)c1cc(-c2cccs2)on1 | 10.4
COC(=O)Cn1c(=NC(=O)CCc2ccccc2)sc2cc(F)ccc21 | -5.7
COc1ccccc1-c1n[nH]c(=O)n1CCC(=O)O | -10.8
Cc1ccc(C(=O)Nc2ccc(-c3noc(-c4cccc(Cl)c4)n3)cc2)cc1[N+](=O)[O-] | 1.7
CCN(C(=O)c1ccccc1NCC(=O)O)C1CCOC(C)(C)C1 (configuration not stated) | 2.6
NC(c1ccc(F)cc1)c1cccc(C(F)(F)F)c1 (configuration not stated) | 3.5
O=C(CSc1nc2[nH]ncc2c(=O)n1-c1ccccc1)Nc1ccc2c(c1)OCCO2 | -9.0
CC1(C)CN=C(SCC(=O)NC(c2ccccc2)c2cccs2)NC1 (configuration not stated) | -3.5
Cc1ccc(F)c(CC(=O)N2CCOC(COc3ccc4c(c3)CCCC4)C2)c1F (configuration not stated) | -4.3
CN(CC1CCCCO1)C(=O)CCNS(C)(=O)=O (configuration not stated) | -7.5
COc1ccccc1C(=O)N1CCN(Cc2cnn3cccnc23)CC1 | -6.0
COc1ccc(N2CCC(N(C)C(=O)Nc3ccncc3)CC2)cc1 | -3.9
O=C(NC1CCCCC1)c1ccc(=O)[nH]n1 | -5.3
CCOc1ccc(NC(=O)CN2CCc3[nH]c4ccc(Cl)cc4c(=O)c3C2)cc1 | -13.1
CNC(=O)Cc1ccc(-c2cc(OC)ccc2F)cc1 | -0.4
CCCN(CCC)C(=O)c1cc2c(=O)n3cccc(C)c3nc2s1 | -14.8
N#CCSc1nccc2c(OCc3ccc(F)cc3)cccc12 | -0.5
CC1(C)CN(CC(=O)NC2(C#N)CCCC2)CCS1=O (configuration not stated) | -1.4
CC(C)CCNC(=O)C(C)n1ncn2cccc2c1=O (configuration not stated) | -6.8
COc1ccnc(C(=O)Nc2cc(C)c(Br)cn2)c1 | 16.9

The results go on.
smiles | mcGAS RapidFire
NC(=O)C1CCN(C(=O)Cc2c(Cl)cccc2Cl)CC1 | -10.1
O=C(c1ccc(CN2C(=O)c3ccccc3C2=O)cc1)N1CCCC(N2CCNC2=O)C1 (configuration not stated) | 8.0
Cc1cc(C)cc(C(C)NC(=O)NCCC(=O)NC(C)C)c1 (configuration not stated) | -1.1
CCOc1cc(C2C(C#N)=C(C)NC3=C2C(=O)CC(c2ccccc2)C3)ccc1OC(C)=O (configuration not stated) | -9.4
CN1OCC(S(=O)(=O)Oc2c(F)c(F)c(F)c(F)c2F)C1c1ccc(Cl)cc1Cl (configuration not stated) | -6.0
Cc1nc(C)c(CN2CCn3c(nnc3C(=O)NC3CCCCC3)C2)s1 | -12.8
O=C(CCCNC(=O)C12CC3CC(CC(C3)C1)C2)NC1C2CC3CC(C2)CC1C3 (configuration not stated) | 0.0
O=C(Nc1ccccc1)c1ccccc1O | -6.4
O=C(NCC1CCCC1)c1csc(Br)c1 | -6.5
CCn1cc(Cn2cc(CC(C)c3ccccc3)nn2)cn1 (configuration not stated) | -7.1
COc1ccc(C)cc1NC(=O)c1cn(C)nc1OC | -13.7
Cc1cc(Cl)ccc1NC(=O)CN(C)S(=O)(=O)c1cccnc1 | -9.5
Cc1nc(NCCNC(=O)/C=C/c2ccccc2)cc(N(C)C)n1 | -4.8
CC1Cc2ccccc2N1C(=O)c1ccc(=O)n(Cc2cccc(F)c2)n1 (configuration not stated) | -2.4
O=C(CCCn1cnnn1)N1CCOC(c2ccc(Cl)c(Cl)c2)C1 (configuration not stated) | -11.4
O=C(c1ccc([N+](=O)[O-])cc1)N(CCN1CCOCC1)c1nc2c(F)cc(F)cc2s1 | -6.9
Cc1nn2c(c1-c1ccccc1)NC(CO)CC2=O (configuration not stated) | 0.2
Cc1cnc(C(=O)N(CCC#N)C2CC2)cn1 | -10.8
Cc1nc(NCCSc2nnnn2C)cc(C(C)C)n1 | -9.2
O=C(NC1CC1)C1CCCN(C2CCN(C(=O)c3cnccn3)CC2)C1 (configuration not stated) | -10.9

Further results:
smiles | mcGAS RapidFire
COC(=O)c1[nH]ncc1CN1CCCC1c1ccc(F)cc1 (configuration not stated) | -31.7
OC12CC3C[C@H](C1)C(Nc1ccccc1)[C@@H](C3)C2 (some centres not stated) | -3.1
Cc1ocnc1C(=O)N1CCC(N2CCCC(C(=O)N3CCOCC3)C2)CC1 (configuration not stated) | -18.5
Cc1cc(=O)n2ccccc2c1C#N | 0.6
COC(=O)c1sc2nc(CN3C[C@@H](C)O[C@@H](C)C3)ccc2c1NC(=O)C1CCCCC1 | -6.9
Cc1ccc(C(N)=O)cc1/C=C/c1ccccc1 | -37.5
c1cnc2c(SCC3CCOCO3)cccc2c1 (configuration not stated) | -5.2
CC(=O)O[C@H]1C[C@@H](O)C(C)(C)C2C[C@@H](OC(C)=O)[C@]3(C)C(CC[C@@]4(C)[C@H](c5ccoc5)OC(=O)C5OC543)[C@]21C (some centres not stated) | -7.6
O=C(COc1cccc2c1CCCC2O)Nc1ccc(F)c(F)c1 (configuration not stated) | -6.5
CCc1cn[nH]c1C1CCN(C(=O)C(O)c2ccccc2Cl)CC1 (configuration not stated) | -1.2
Cc1noc(C)c1S(=O)(=O)NC(=O)C1(C)CCN1C(=O)C1(c2ccc(Cl)cc2)CC1 (configuration not stated) | -3.1
CCC(Sc1nc2cc(OC)c(OC)cc2c2nc(C)nn12)C(=O)N1CCOCC1 (configuration not stated) | 0.7
Cc1cc(-c2cccc3c2CCNC3)nc(N2CCCC2)n1 | -12.6
C/C(=C/C(=O)N1CCN(S(C)(=O)=O)CC1)CCc1ccccc1 | 4.6
CCN(CC)C(=O)c1ccc(/C=C/c2ccccc2)o1 | -34.0
COC(=O)C1C(O)=C(C=Nc2ccc(Br)cc2)C(=O)CC1(C)C (configuration not stated) | -3.7
COCc1ccccc1NC(C)c1ccc(F)cc1F (configuration not stated) | -0.5
COc1ccc(C)cc1C(C)NC(=O)c1cccc(S(=O)(=O)N(C)OC)c1 (configuration not stated) | 1.6
S=C(NCC1CCCO1)Nc1ccc(Cl)c(Cl)c1 (configuration not stated) | 9.1
COc1ccc(C(N)=O)cc1-c1ccc(NC(C)=O)cc1 | -4.7

Following part.
smiles | mcGAS RapidFire
O=[N+]1C=C(c2ccco2)N([O-])C2CCCCC21 (configuration not stated) | -27.9
COc1ccccc1CN(CCO)C(=O)C1CC1c1cccc(Cl)c1 (configuration not stated) | -5.8
O=C(CN1CCN(C(=O)/C=C/c2ccc3c(c2)OCCCO3)CC1)Nc1ccc(F)cc1 | 5.0
Cc1ccc2c(c1)CCC2NC(=O)c1c(C)noc1C (configuration not stated) | -6.9
FC(F)(F)c1nc(N2CCOCC2)c2cnn(-c3ccccc3)c2n1 | -39.7
CC(C(=O)N1CCC(CCC(=O)NCc2cccc(Cl)c2)CC1)n1cncn1 (configuration not stated) | -4.1
CCCCNCC(=O)N(Cc1ccccc1)Cc1ccco1 | -0.8
Cc1cccc(C(C(=O)NCCc2n[nH]c3c2CCCC3)N(C)C)c1 (configuration not stated) | 7.5
CC(NC(=O)Cc1csc(-c2ccsc2)n1)c1ccccc1Br (configuration not stated) | 12.1
Cc1cc(C)c(NC(=O)CN(C)Cc2cc(F)cc3c2OCOC3)c(C)c1 | 10.9
O=C(CCC(F)(F)F)N1CCc2onc(-c3ccc(F)c(F)c3)c2C1 | -10.0
O=C(Cc1ccc(NS(=O)(=O)c2cccnc2)cc1)N1CCCC1 | -7.2
CCOc1ccc(CN2CCNC(=O)C2CC(=O)N(C)Cc2nccs2)cc1 (configuration not stated) | -5.2
CC(C)NCC(N)=O | -9.5
CC(C)(C)C(=O)Cn1nc(Br)nc1Br | -30.6
Cc1ccccc1Cn1c(C)c(C(=O)NCc2ccc([N+](=O)[O-])cc2)sc1=O | -2.2
Cc1cccc(C)c1Cn1c(C)c(C(=O)NCCC#N)sc1=O | -9.5
CCn1nnnc1NCc1cccn1C | -1.3
c1ccc(-c2noc(CN3CCc4[nH]cnc4C3c3ccccn3)n2)cc1 (configuration not stated) | -6.2
Cn1c(-c2c(-c3ccccc3)ncn2CCOCCO)cc2ccccc21 | -0.7

Rewritten field by field: part of the list above.
> CC(C)NCC(N)=O
  mcGAS RapidFire: -9.5
> CC(C)(C)C(=O)Cn1nc(Br)nc1Br
  mcGAS RapidFire: -30.6
> Cc1ccccc1Cn1c(C)c(C(=O)NCc2ccc([N+](=O)[O-])cc2)sc1=O
  mcGAS RapidFire: -2.2
> Cc1cccc(C)c1Cn1c(C)c(C(=O)NCCC#N)sc1=O
  mcGAS RapidFire: -9.5

Next part.
smiles | mcGAS RapidFire
N#CCCN(CC(O)c1cccc(Cl)c1)C1CC1 (configuration not stated) | -4.4
Cc1ccc(NC(=O)CSc2nnc(CCC(=O)O)c(=O)[nH]2)cc1 | 0.5
Cc1ccccc1NC(=O)N1C[C@@H](O)[C@H](NCCN2CCOCC2)C1 | -11.2
OCCN1CCN(CC/C=C2/c3ccccc3Sc3ccc(Cl)cc32)CC1 | 0.2
Cc1c(-n2nnnc2SC(C)C)c(=O)n(-c2ccccc2)n1C | -1.5
c1ccc2c(c1)CCN(C1CCN(c3nc4nonc4nc3N3CCOCC3)CC1)C2 | 2.9
CCc1nnc(CN(C(=O)c2oc3cc(OC)ccc3c2C)C(C)C)o1 | -21.9
COc1ccc(CN2CCOC(COc3ccc(F)cc3F)C2)cc1OC (configuration not stated) | -8.1
c1ccc(C2=NCCn3c(CN4CCN(c5ccccn5)CC4)ccc32)cc1 | 7.1
CCc1ccc(-c2nc(SC(CC)C(=O)Nc3cc(C)on3)n[nH]2)cc1 (configuration not stated) | 0.4
CN1CCC=C(c2noc(C3CCCN3C(=O)C3CCCCC3)n2)C1 (configuration not stated) | -6.6
O=C(Nc1ccccn1)N1CCN(Cc2ccccc2)C2(CCCCC2)C1 | -9.2
CCN(CC)C(=O)C1CCCN1C(=O)NC(C)c1c(C)noc1C (configuration not stated) | -1.2
COC(=O)c1cc(Cl)cc([N+](=O)[O-])c1N | -6.5
O=C(Nc1cccc(-c2cccc(F)c2)c1)C1CCN(Cc2cccs2)CC1 | -2.4
COC(=O)c1cccc(CS(=O)(=O)NCc2ccc(C)cc2)c1 | 3.3
O=C(c1ccc(Cl)c(Cl)c1)N1CCCC(OCc2cccc(F)c2F)C1 (configuration not stated) | -4.4
CC1CCN(Cc2nc3c(c(=O)n(C)c(=O)n3C)n2C(C)C)CC1 | -1.7
Cc1ccc(OCCN2CCC2(C)C(=O)Nc2cccc(NS(C)(=O)=O)c2)cc1 (configuration not stated) | -8.9
CC(C)(C(=O)NCC(=O)N1CCCC1)c1ccccc1F | 4.8

Next part:
smiles | mcGAS RapidFire
O=C(Nc1ccccc1)N1CCn2cccc2C1c1ccncc1 (configuration not stated) | -7.0
Cc1cc(=O)oc2cc(NC(=S)NNC(=O)c3ccc(-n4cccc4)cc3)ccc12 | 44.4
Cc1nc2cc(-c3cccc4ccnn34)ccc2s1 | -29.2
C[S+](C)C1C(=O)NC(=O)N(c2ccccc2)C1=O (configuration not stated) | -0.7
O=C(Nc1cccc(Cl)c1)N1CCN(c2ncc(C(F)(F)F)cc2Cl)CC1 | -2.0
Cc1cc(NC(=O)C(C)(C)C)sc1C(=O)N=c1sccn1C | -9.0
Cc1c(Br)c(C(F)(F)F)nn1CC(=O)NCc1ccc(Cl)cc1 | 24.9
CCOC(=O)C1(C)CCCCCN1C(=O)c1ccc(Cl)nc1 (configuration not stated) | -4.4
Cc1ccc(CSc2ccc(NC(=O)C3CC3)nn2)cc1 | 9.1
CCC1=NS(=O)(=O)c2cc(NC(=O)COC)ccc2N1c1ccccc1 | 3.2
O=C1C(Nc2cccc(Cl)c2)=C(N2CCCCC2)C(=O)c2ccccc21 | -2.2
O=C(c1cc(=O)[nH]c2ccc(F)cc12)N(Cc1ccccn1)CC1CCCO1 (configuration not stated) | -13.2
CCOC1CCCN(C(=O)Cc2cccc3ccccc23)C1 (configuration not stated) | 4.0
COc1cccc(CCNC(=O)c2cc(N3CCSCC3)nc3ccccc23)c1 | -3.1
CCCC1NC(=O)N(CC(=O)Nc2ccc(Br)cc2C)C1=O (configuration not stated) | 12.0
Cc1c(Cl)cccc1NS(=O)(=O)c1c[nH]c(=O)[nH]c1=O | 1.3
CCOC(=O)CCC(=O)Nn1cnc2c(cnn2-c2ccc(C)cc2)c1=O | -0.6
COCCN(CC(=O)N(C)C)c1ccnc(C)n1 | -4.3
Clc1c(CN2CCC(N3CCCC3)C2)sc2ccccc12 (configuration not stated) | -5.6
Cc1ccc2[nH]c(-c3cccs3)c(CCC(=O)O)c2c1 | 7.6

(more compounds)
smiles | mcGAS RapidFire
CC(C)(C)NS(=O)(=O)c1cc(Br)cnc1N | -6.1
COc1ccc(CN2CCN(C(=O)Nc3cc(C)on3)CC2)cc1OC | -1.6
Cc1cc(C)nc(NC(=O)c2cccc(CN3CCCC(C(N)=O)C3)c2)c1 (configuration not stated) | -10.8
Cc1cc(C)cc(NC(=O)CCN(C)Cc2nc(C3CC3)no2)c1 | -14.9
Cc1ccccc1CC(=O)NC1CC(=O)N(CCCc2ccccc2)C1 (configuration not stated) | -6.8
Cc1nc(NC(=O)c2cc(Cl)ccc2OC(F)F)n[nH]1 | -12.7
COc1cc(CN(C)Cn2nc3c(Cl)cc(Cl)cn3c2=S)ccc1OC(F)F | 1.1
Cc1c(CC(=O)NCc2ccco2)c2c(n1CC1CCCO1)CCCC2=O (configuration not stated) | -6.0
Cc1cc(N2S(=O)(=O)c3ccccc3S2(=O)=O)ccc1Br | -9.4
CCCn1cc(NC(=O)c2cccc(CN3CC=CC3)c2)nn1 | -17.1
